697 NFkB inh: inhibitors of the PMA/ionomycin-induced NF-kB reporter in 697 B cells; AID 435022; hit rate 0.33% among 330,000; inhibition, % at 4 µM; 697 B-cell NF-kB luciferase reporter, 16 h; in the data active = inhibition above about 35%
SENP8 inh: blocks the human protease SENP8 | hit rate 1.2% among 330,000 | inhibition, % at 10 µM | purified SENP8, Z-RLRGG-aminoluciferin cleavage, luminescence | AID 2540 | Q96LD8
Gli-Sufu antag: antagonists of Gli-Sufu signaling; Sufu-KO-LIGHT fibroblasts, Gli luciferase reporter luminescence; AID 588413; hit rate 0.74% among 340,000; inhibition, % at 5 µM;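 active = inhibition above about 55%, limit read from the data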;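 also: 0% = DMSO-treated cells and 100% = wells with medium but no cells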
CCR6 antag: blocks CCL20-driven beta-arrestin recruitment at human CCR6; P51684; CHO-K1 CCR6 PathHunter beta-arrestin, luminescence, CCL20-stimulated; inhibition, % at 20 µM; hit rate 0.49% among 340,000; AID 493098;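 active = compounds whose inhibition of the agonist-driven luminescence signal at 20 µM reaches about 50%, limit read from the data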;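 also: cells stimulated with CCL20 at 14 nM final; plate controls were DMSO with CCL20 for no effect and DMSO without agonist for full effect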
EBI2 antag: blocks human EBI2 receptor beta-arrestin signaling | inhibition, % at 5 µM | hit rate 0.81% among 360,000 | EBI2 beta-arrestin recruitment, luminescence, 7a,25-OHC stimulated; in the data active = inhibition above about 38%;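 also: enzyme fragment complementation signal reports receptor beta-arrestin coupling in cells; 0% = agonist plus DMSO wells and 100% = wells without agonist; some results beyond the cut were filed as inactive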
UBC13 inh: human UBC13 polyubiquitination inhibition. P61088. UBC13 polyubiquitin chain formation, TR-FRET. inhibition, % at 20 µM. hit rate 0.47% among 330,000. AID 485273; in the data active = inhibition above about 45%, passing the limit was not always enough
Apaf1 inhib: human Apaf-1 inhibition. hit rate 0.71% among 330,000. O14727. inhibition, % at 20 µM. reconstituted apoptosome caspase-3 activity, DEVD-Rh110 fluorescence; active = inhibition of at least 40% at 20 µM;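 also: plate controls were DMSO wells for no effect and DEVD-CHO caspase inhibitor wells for full effect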
Target sequence (O14727 whole entry, looked up): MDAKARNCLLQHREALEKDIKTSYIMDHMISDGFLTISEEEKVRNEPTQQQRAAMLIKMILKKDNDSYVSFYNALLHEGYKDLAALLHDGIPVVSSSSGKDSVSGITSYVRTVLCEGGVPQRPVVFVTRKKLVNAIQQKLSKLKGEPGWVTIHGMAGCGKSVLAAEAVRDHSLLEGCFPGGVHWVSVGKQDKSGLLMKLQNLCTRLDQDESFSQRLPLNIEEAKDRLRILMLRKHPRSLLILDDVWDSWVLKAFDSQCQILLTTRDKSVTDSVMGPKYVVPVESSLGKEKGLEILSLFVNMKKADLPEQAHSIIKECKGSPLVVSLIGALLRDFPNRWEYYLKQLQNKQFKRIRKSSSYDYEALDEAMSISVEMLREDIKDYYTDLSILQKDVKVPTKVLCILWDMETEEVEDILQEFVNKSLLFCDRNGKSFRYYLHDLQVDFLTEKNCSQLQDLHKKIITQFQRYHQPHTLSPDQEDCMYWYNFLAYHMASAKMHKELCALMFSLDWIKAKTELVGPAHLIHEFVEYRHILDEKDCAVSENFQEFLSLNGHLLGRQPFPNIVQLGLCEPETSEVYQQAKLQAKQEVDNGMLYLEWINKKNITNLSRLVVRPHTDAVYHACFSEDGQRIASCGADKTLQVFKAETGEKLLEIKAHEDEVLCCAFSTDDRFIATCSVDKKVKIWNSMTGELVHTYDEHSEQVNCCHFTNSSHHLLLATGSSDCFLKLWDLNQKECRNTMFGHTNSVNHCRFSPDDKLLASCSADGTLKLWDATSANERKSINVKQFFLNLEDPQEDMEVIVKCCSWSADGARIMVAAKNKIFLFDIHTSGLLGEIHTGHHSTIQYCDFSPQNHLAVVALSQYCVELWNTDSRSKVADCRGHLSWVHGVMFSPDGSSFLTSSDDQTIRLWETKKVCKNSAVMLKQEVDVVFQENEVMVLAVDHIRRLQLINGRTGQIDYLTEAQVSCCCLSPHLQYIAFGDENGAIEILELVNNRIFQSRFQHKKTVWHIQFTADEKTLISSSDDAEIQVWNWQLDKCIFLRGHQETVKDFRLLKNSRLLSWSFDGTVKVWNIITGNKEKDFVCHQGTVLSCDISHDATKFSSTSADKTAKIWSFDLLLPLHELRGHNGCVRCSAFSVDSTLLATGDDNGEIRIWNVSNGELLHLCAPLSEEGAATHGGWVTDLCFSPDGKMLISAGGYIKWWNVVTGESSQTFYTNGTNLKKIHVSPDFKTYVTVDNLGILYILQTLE
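detection = Rh110 fluorescence intensity | test system = biochemical Apaf-1 apoptosome reconstitution | also added = cytochrome c and DEVD-Rh110 substrate | schedule = 30 min plus 50 min, RT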
Jurkat NFkB inh: inhibitors of the PMA/ionomycin-induced NF-kB reporter in Jurkat cells; PMA/ionomycin-induced NF-kB luciferase reporter, luminescence; inhibition, % at 4 µM; hit rate 0.53% among 330,000; AID 435003
Numbers without * were called inactive; / = no result given. Rule as the data show it, unless noted: active = inhibition above about 50%; inactive = the rest. This is a subset. The share of hits here may be higher or lower than overall.

#	structure	EBI2 antag	CCR6 antag	Gli-Sufu antag	Apaf1 inhib	UBC13 inh	SENP8 inh	697 NFkB inh	Jurkat NFkB inh
1	Cc1cc2nnc(SCC(=O)NC3CCCCC3)n2c(N)n1	-14	11	-10	-10	-3	8	9	4
2	CN(C)CCNC(=S)Nc1ccccc1C(C)(C)C	-12	-2	-3	-1	5	0	18	-8
3	COc1ccc(NC(=O)CCN2C(=O)c3ccccc3C2=O)cc1	-1	-10	0	-14	-1	0	-2	13
4	O=C(NCc1nnc2c(C(F)(F)F)cc(Cl)cn12)c1cccs1	3	0	28	1	-4	-6	5	4
5	O=C(c1cn(-c2ccccc2)nc1-c1cccnc1)N1CCCC(C(F)(F)F)C1 (centres undefined)	7	9	-3	17	-3	-12	-8	-5
6	Cc1nn(-c2ccccc2)c2[nH]c(=O)cc(C(F)(F)F)c12	-6	-1	-20	12	7	-2	-3	7
7	Cc1nn(C)c(C(=O)NC(=S)Nc2ccc([N+](=O)[O-])cc2)c1Cl	11	44	-24	8	-18	5	-28	-5
8	CCOC(=O)c1ccc(N2C(=O)CC(N3CCC(C(N)=O)(N4CCCCC4)CC3)C2=O)cc1 (centres undefined)	-4	-10	1	-14	-7	-2	2	-9
9	CCOc1ccccc1/C=C/c1onc(C)c1S(=O)(=O)N1CCC(C(=O)N2CCCCCC2)CC1	6	16	19	15	1	-3	-15	9
10	COC(=O)CCC(=O)OC1(C)C(=O)C=C2C=C(C3CC3)N(CC3CC3)C=C2C1=O (centres undefined)	-14	-11	8	57*	-57	3	29	2
11	O=C(COC(=O)c1ccco1)NCC1CCCCC1	2	-7	-3	-4	-3	-8	10	8
12	CCC(=O)c1ccc(OCC(=O)OCC(=O)NC2CCCCCCC2)cc1	-7	-13	-6	9	-7	-8	-16	6
13	CCOC(=O)C1(Cc2cccc(OC)c2)CCN(Cc2ccc(OC)c(O)c2)CC1	3	16	30	4	16	0	6	7
14	COc1ccccc1C(=O)NCC(=O)OCC(=O)c1ccc(Cl)s1	-2	8	-14	7	-7	7	-11	-2
15	O=C(O)c1cccc(S(=O)(=O)Nc2ccccc2C(=O)NCCc2ccccc2)c1	-16	-2	-17	10	-6	10	-24	-32
16	C=CC[C@H](CC(=O)OC(C)(C)C)C(=O)OC[C@H]1CCCN1C(=O)[C@@H](CC=C)CC(=O)N(CCO)Cc1ccccc1	3	10	10	26	-18	-9	-12	-15
17	Cc1cccc(Cn2cnc3c(nnn3Cc3ccc(Cl)cc3)c2=O)c1	15	18	10	8	31	0	16	10
18	NC(=O)c1ccc(NC(=O)CCCN2C(=O)c3ccccc3C2=O)cc1	3	5	1	7	-14	-9	17	-5
19	Cc1cc(C)cc(-n2c(C)cc(/C=C3\C(=N)N4N=C(CC(C)C)SC4=NC3=O)c2C)c1	1	16	0	21	4	-2	2	17
20	Cc1ccc(NC(=S)N2CCN(CCN3C(=O)c4cccc5cccc(c45)C3=O)CC2)cc1	-4	12	-13	19	8	4	15	-9
21	O=C(CNC(=O)c1ccc2c(c1)OCCO2)N/N=C/c1ccco1	-3	-6	1	-5	-3	0	5	3
22	COC(=O)CSc1nnc(SCc2ccccc2)s1	1	-9	1	-3	-2	-10	-5	-10
23	Cc1[nH]c(C)c(C(=O)/C=C/c2ccc([N+](=O)[O-])cc2)c1C	17	3	-5	0	-24	-11	-2	15
24	NS(=O)(=O)c1cccc(-n2cnnn2)c1	-8	2	3	-25	10	-1	10	0
25	CC(=O)NCCC(=O)Nc1nc(-c2ccc3ccccc3c2)cs1	2	7	-7	-3	4	-4	9	-11

A draw from above in order of SMILES length, low to high:
#	structure	EBI2 antag	CCR6 antag	Gli-Sufu antag	Apaf1 inhib	UBC13 inh	SENP8 inh	697 NFkB inh	Jurkat NFkB inh
14	COc1ccccc1C(=O)NCC(=O)OCC(=O)c1ccc(Cl)s1	-2	8	-14	7	-7	7	-11	-2
15	O=C(O)c1cccc(S(=O)(=O)Nc2ccccc2C(=O)NCCc2ccccc2)c1	-16	-2	-17	10	-6	10	-24	-32
9	CCOc1ccccc1/C=C/c1onc(C)c1S(=O)(=O)N1CCC(C(=O)N2CCCCCC2)CC1	6	16	19	15	1	-3	-15	9

Further results:
#	structure	EBI2 antag	CCR6 antag	Gli-Sufu antag	Apaf1 inhib	UBC13 inh	SENP8 inh	697 NFkB inh	Jurkat NFkB inh
26	NC(=O)c1ccc[n+](Cc2ccccc2)c1	-3	-8	0	-1	0	-5	-13	-8
27	CCO[C@@H]1OC(C(=O)N2CCN(Cc3ccc4c(c3)OCO4)CC2)=C[C@H](c2ccc(Br)cc2)[C@H]1CCCO	29	51*	3	35	26	-1	2	-9
28	Cc1cccc(NC(=O)c2cccc3c2-c2ccccc2C3=O)n1	-3	17	-5	3	5	12	0	4
29	O=C(CN1CCCc2ccccc21)NC(=O)NCc1ccccc1	-3	7	3	-15	0	6	20	12
30	O=S(=O)(c1ccc(F)cc1)N1CCN(S(=O)(=O)c2ccc3c(c2)OCCO3)CC1	21	-7	0	-217	-2	1	22	-1
31	COc1cc2c(cc1NC(=O)COC(=O)c1ccc(C(C)(C)C)cc1)oc1ccccc12	12	2	-25	-5	-11	-7	-17	-28
32	Cc1c(Cl)cccc1NC(=O)CSc1sc2c(O)cc(=O)[nH]c2c1C#N	-4	5	-4	12	-7	6	18	7
33	CCSc1ncc(Cl)c(C(=O)Nc2sc3c(c2C(=O)NCc2cccnc2)CCCC3)n1	33	29	10	8	-9	1	38*	14
34	CCOC(=O)C1(Cc2ccccc2)CCCN(CCCn2cccn2)C1 (centres undefined)	-8	16	-1	5	2	6	8	3
35	CCC(=O)c1cn(CC(=O)NCc2cccnc2)c2ccccc12	3	5	6	-4	12	4	10	-5
36	Cc1cc(C)n(C(C)CC(=O)Nc2ccc3c(c2)OCO3)n1 (centres undefined)	-5	-14	-6	-9	10	-6	-9	-6
37	CCOc1ccccc1NS(=O)(=O)c1cc2c3c(c1)C(C)C(=O)N3CCC2 (centres undefined)	-4	3	9	1	3	-10	9	6
38	Cc1ccc(-n2nc3c(=O)n(CC(=O)NC4CCCCC4)nc(C)c3c2C)cc1	-2	18	8	-2	-6	2	21	17
39	CCOc1ccccc1OCCCOc1ccc(C)cc1Br	19	22	-37	17	0	-4	-11	-11
40	CCOc1ccc(NC(=O)N2CC=C(n3c(=O)[nH]c4ccccc43)CC2)cc1	-1	7	16	-4	1	-2	9	8
41	Cc1ccc(NC(=O)CC2S/C(=N/N=C/c3c[nH]c4ccccc34)NC2=O)cc1 (centres undefined)	-10	-16	-10	-11	15	-4	-11	-4
42	O/N=C/c1ccccc1OCc1ccc(Cl)cc1	-1	6	-55	5	8	-9	-51	-49
43	Nc1c(Cl)ncnc1NCCO	1	7	-4	-10	6	-1	4	-7
44	O=C(Nc1ccncc1)C1CCN(S(=O)(=O)c2cccs2)CC1	-6	3	-4	-11	6	2	-4	12
45	Cc1noc(C)c1CS(=O)(=O)Cc1ccc(Cl)cc1	3	-5	-5	-7	4	-6	3	-14
46	CN(C(=O)c1cccc(C#N)c1)c1nnc(-c2cnccn2)s1	4	-6	1	-3	-4	3	9	0
47	COc1ccc(/C=C(/C#N)C(=O)Nc2ccc(C)cc2C)cc1C(=O)O	-13	-3	9	9	-15	3	-8	4
48	COc1ccc(C(=O)COC(=O)CN2C(=O)c3ccccc3C2=O)c(OC)c1	-13	25	0	2	0	-15	13	11
49	CC(C)NS(=O)(=O)c1ccc(CCC(=O)N2CCc3ccccc3C2)cc1	10	12	3	-4	-6	7	-16	-7
50	O=C(CC1CCS(=O)(=O)C1)Nc1ccc[nH]c1=O (centres undefined)	4	-2	0	-14	-3	-4	-3	8
51	CCOC(=O)c1ccc(NC(=O)COc2ccccc2CNC2CCCC2)cc1	5	18	29	12	23	-11	-22	1
52	Cn1c(SCCCC(=O)c2ccc(F)cc2)nnc1-c1ccncc1	8	15	20	-10	1	-2	8	-1
53	Cc1ccc(S(=O)(=O)NCC(=O)NCC(=O)N(C)Cc2ccc3ccccc3c2)cc1C	4	4	-8	23	1	6	-11	-1
54	COc1ccc2cc(C3NC(=O)c4ccccc4N3)c(Cl)nc2c1 (centres undefined)	7	2	4	9	-2	-13	-9	6
55	C#CCOCCOCCOCCNc1nc(N2CCN(C(=O)[C@H]([C@@H](C)CC)n3cc([C@@H](N)CO)nn3)CC2)nc(N2CCN(C(=O)[C@H](CCCCN)n3cc([C@@H](N)C(C)CC)nn3)CC2)n1 (some centres undefined)	0	4	-7	3	3	-1	13	10
56	COCCOC(=O)c1c(C)oc2ccc(OC(=O)c3cccs3)cc12	-14	4	-2	18	-14	-6	-15	-5
57	CN(C)CCNC(=O)/C(=C/c1ccc(-c2cccc([N+](=O)[O-])c2)o1)NC(=O)c1ccccc1	-7	8	3	5	14	6	19	-7
58	CCc1cc(C(c2cccc(OC)c2)N2CCOCC2)c(NC(=O)c2ccccc2)s1 (centres undefined)	5	-7	-2	24	-5	-11	-20	-1
59	CCCc1cc(=O)n2[nH]c(NC(=O)c3ccco3)nc2n1	-4	1	-18	1	-5	2	19	9
60	CNS(=O)(=O)c1cccc2cccnc12	-3	8	-10	-4	4	10	14	-2
61	CC(C)N(C(=O)[C@H]1CC(CC(=O)NCCC2=CCCCC2)C(=O)N2CCc3c([nH]c4ccccc34)[C@]12C)C(C)C (some centres undefined)	15	15	3	37	1	-9	-6	10
62	NC(Cc1ccc(O)c([N+](=O)[O-])c1)C(=O)O (centres undefined)	-9	0	-6	1	-10	-9	-20	-10
63	O=C(O)[C@@H](c1ccccc1)N1Cc2ccccc2C1=O	5	4	20	-1	-17	2	-15	6
64	CCO[C@@H]1OC(C(N)=O)=C[C@H](C2CC2)[C@H]1CCCO	-1	0	12	-4	-4	-5	19	-1
65	CC1CCN(C(=O)C2CCN(CCCc3ccccc3)CC2)CC1	/	/	/	9	12	-2	13	14
66	NC(=O)c1ccc(NC(=O)COC(=O)C(Cc2ccccc2)NC(=O)c2ccccc2)cc1 (centres undefined)	-16	5	5	1	2	-7	6	0
67	Cc1nc2c(c(C)nn2-c2ccccc2)c(C)c1Cl	-3	12	-1	12	18	-5	3	1
68	CN(c1ccc(O)cc1)c1nc(-c2cccnc2)cs1	12	14	-48	-5	6	-10	-155	-66
69	COc1ccc(C(=O)NCc2nnc(SCC(=O)Nc3ccccc3OC)o2)cc1	-1	10	0	-11	-3	-1	-16	12

Looked up above.
CCR6 antag result of `COCCOC(=O)c1c(C)oc2ccc(OC(=O)c3cccs3)cc12` stands at 4
CCR6 antag result of `O=C(c1cn(-c2ccccc2)nc1-c1cccnc1)N1CCCC(C(F)(F)F)C1` (centres undefined) stands at 9
697 NFkB inh result of `Cc1cc2nnc(SCC(=O)NC3CCCCC3)n2c(N)n1` stands at 9
Gli-Sufu antag result of `CN(c1ccc(O)cc1)c1nc(-c2cccnc2)cs1` stands at -48

Assay outcomes as filed in PubChem BioAssay.
